Bioassay records as filed in PubChem.
PfHsp90 set2 = growth inhibition of PfHsp90-expressing yeast, primary screen, antimalarial PfHsp90 inhibitor project, S. cerevisiae, BacTiter-Glo luminescence, single point, set 2 | BacTiter-Glo ATP, 48 h; yeast lacking PDR1 and PDR3 efflux regulators | AID 504621, 2011 | inhibition, % at 9.4 µM | 0.32% of 310,000 active;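 active = every replicate shows inhibition above about 80%, whatever the replicate mean, limit read from the data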;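 note: 0% = DMSO neutral controls and 100% = 20 µM radicicol positive controls; yeast relying on Plasmodium falciparum Hsp90 in place of its own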
Wnt act = Wnt/beta-catenin pathway activators, primary screen, cell-based, plate reader, single point; 1.2% of 300,000 active; AID 743398, 2014; Wnt/beta-catenin reporter cell assay, activator; activation, % at 9.35 µM; in the data active = activation above about 30%, passing the limit was not always enough;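 note: 0% = neutral control wells and 100% = positive control wells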
AddAB inh = growth inhibition of E. coli expressing H. pylori AddAB, primary screen, AddAB inhibitor project, absorbance. inhibition, % at 11.9 µM. 0.29% of 330,000 active. AID 435030, 2010; in the data active = inhibition above about 12%;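 note: 0% = vehicle wells of infected cells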
E coli growth = E. coli V3065 growth inhibition, primary screen, counter-screen for AddAB inhibitor project, absorbance, OD600; 18 h; inhibition, % at 11.9 µM; 0.27% of 330,000 active;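 active = inhibition above the campaign's mean inhibition across all tested compounds plus 3 SD, cut at about 9.9% in these data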;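 note: uninfected addAB+ strain grown without phage in ampicillin broth; 0% = DMSO wells and 100% = ciprofloxacin 0.95 µg/ml wells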
phage Ecoli inh = growth loss of phage-infected E. coli, primary screen, RecBCD inhibitor project, absorbance, with phage, HTS | inhibition, % at 11.9 µM | 0.26% of 360,000 active; in the data active = inhibition above about 11%
Rtt109 Vps75 = inhibitors of C. albicans Rtt109/Vps75 HAT, primary screen, biochemical, ThioGlo CoA-SH fluorescence, plate reader; purified Rtt109/Vps75, 4 h; inhibition, % at 34.9 µM; 0.16% of 330,000 active; AID 540336, 2011;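 active = inhibition of at least 50% in every replicate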
Target sequence (Q5AAJ8 whole entry, looked up): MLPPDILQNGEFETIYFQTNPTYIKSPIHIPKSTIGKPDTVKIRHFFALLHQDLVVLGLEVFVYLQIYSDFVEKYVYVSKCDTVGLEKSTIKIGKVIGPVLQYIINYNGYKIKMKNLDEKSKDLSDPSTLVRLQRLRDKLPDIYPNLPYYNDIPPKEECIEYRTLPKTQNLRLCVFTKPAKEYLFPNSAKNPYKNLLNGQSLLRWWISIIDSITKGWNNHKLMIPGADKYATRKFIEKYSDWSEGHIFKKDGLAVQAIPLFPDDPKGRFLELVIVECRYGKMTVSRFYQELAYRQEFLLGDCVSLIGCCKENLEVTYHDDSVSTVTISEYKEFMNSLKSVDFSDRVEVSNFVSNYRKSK
PvdQ acylase = P. aeruginosa PvdQ acylase inhibitors, primary screen, biochemical, fluorescence, plate reader and imaging, single point; PvdQ acylase [Pseudomonas aeruginosa LESB58]; purified PvdQ acylase; inhibition, % at 10 µM; 0.063% of 340,000 active; AID 488965, 2010; in the data active = inhibition above about 30%, passing the limit was not always enough;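 note: 0% = vehicle neutral wells and 100% = reference inhibitor wells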
CAL PDZ inh = CAL PDZ peptide-binding inhibitors, primary screen, biochemical, fluorescence polarization, Cer-tagged CAL PDZ, HTS; 0.02% of 330,000 active; Golgi-associated PDZ and coiled-coil motif-containing protein (Homo sapiens), Q9HD26; inhibition, % at 20 µM; purified CAL PDZ, TMR-peptide fluorescence polarization, 1 h;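 active = highest replicate inhibition of at least 40%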;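 note: plate controls were DMSO neutral control wells for no effect and unlabeled competitor peptide control wells for full effect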
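Test system: tagged CAL PDZ domain / Buffer or medium: sodium phosphate/NaCl buffer pH 7.4 with TCEP, IgG, Thesit / Reagent: TMR-labelled reporter peptide T*-PRC34 bound in PDZ groove / Compound dosing: single point, 20 µM / Schedule: 1 h incubation at room temperature before polarization reading / Technique: fluorescence polarization (mP) / Benchmarks: unlabelled peptide, DMSO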
Tat export inh = E. coli Tat export inhibitors, primary screen, MC4100, TorA-mCherry reporter, fluorescence, single point | inhibition, % at 10 µM | 0.036% of 340,000 active;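 active = mean replicate inhibition at least 50% and at least half of replicates individually reaching 50%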;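 note: exported cargo escapes ClpAP degradation while cytoplasmic cargo is degraded and loses fluorescence; 0% = median of neutral control wells and 100% = median of NaSCN control wells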
DAGLB inhibitor = DAGLB lipase inhibitors, primary screen, biochemical, fluorescence, HTS; HEK293T DAGLB membrane lysate, EnzChek fluorogenic substrate; AID 504411, 2011; 0.059% of 340,000 active; Diacylglycerol lipase-beta (Homo sapiens), Q8NCG7; inhibition, % at 5.17 µM; in the data active = inhibition above about 34%;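 note: 0% = enzyme with vehicle and 100% = wells lacking enzyme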
Target sequence (Q8NCG7 whole entry, looked up): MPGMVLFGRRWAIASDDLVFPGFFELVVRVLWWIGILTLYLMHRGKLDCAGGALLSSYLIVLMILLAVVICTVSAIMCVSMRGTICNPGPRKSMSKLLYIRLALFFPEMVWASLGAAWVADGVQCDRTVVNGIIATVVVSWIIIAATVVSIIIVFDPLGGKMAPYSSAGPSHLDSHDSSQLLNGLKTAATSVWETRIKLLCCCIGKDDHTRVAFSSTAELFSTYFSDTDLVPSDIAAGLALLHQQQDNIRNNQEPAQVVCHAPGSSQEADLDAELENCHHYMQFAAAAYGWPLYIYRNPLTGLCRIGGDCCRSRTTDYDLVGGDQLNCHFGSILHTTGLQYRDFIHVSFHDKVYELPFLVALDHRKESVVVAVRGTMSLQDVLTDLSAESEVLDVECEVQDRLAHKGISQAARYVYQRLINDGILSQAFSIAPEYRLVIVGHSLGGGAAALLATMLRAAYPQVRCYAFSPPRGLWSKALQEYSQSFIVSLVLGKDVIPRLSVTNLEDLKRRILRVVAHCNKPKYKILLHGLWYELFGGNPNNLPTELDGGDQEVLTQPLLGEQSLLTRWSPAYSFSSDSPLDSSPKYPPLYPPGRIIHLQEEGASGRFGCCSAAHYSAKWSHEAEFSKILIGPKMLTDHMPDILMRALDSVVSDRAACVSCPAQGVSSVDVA
The depositor's hits bear a star; / = not tested or not shown.

Start of the data: the first 9 compounds as a preview:
SMILES	PfHsp90 set2	Wnt act	AddAB inh	E coli growth	phage Ecoli inh	Rtt109 Vps75	PvdQ acylase	CAL PDZ inh	Tat export inh	DAGLB inhibitor
C#CCNC(=O)C1=C[C@H](c2ccc(C(F)(F)F)cc2)[C@@H](CCCO)[C@H](OCC)O1	7	-3	2.3	-0.5	3.4	-7	-14	-0.2	-4	-2
N=c1c2c3c(sc2ncn1Cc1ccccc1)CCCC3	-23	/	6.1	2.7	4.4	1	-6	-0.1	7	-2
O=C(c1cn(Cc2ccccc2)nc1-c1ccccc1)N1CCN(c2ccccn2)CC1	5	-11	0.9	-0.1	1.8	3	-7	-1.5	5	-1
COc1nc(NCCc2ccc(OC)c(OC)c2)nc(Nc2ccccc2)n1	22	6	2.9	0.2	1.8	4	14	-3.2	-7	-4
Cc1ccc(C(=O)Nc2nn(C)c3cccc(F)c23)cc1	/	7	1.1	-0.1	0.7	/	/	/	/	/
CC(=O)Nc1ccc(N(C(=O)c2ccco2)C(C(=O)NC2CCCC2)c2ccncc2)cc1 (stereo not given)	-28	0	1.7	1.8	0.2	-12	-4	-1.9	6	-3
N#Cc1ncc(-c2ccc3c(c2)OCCOCCOCCOCCOCCO3)nc1C#N	31	-4	1.9	1.3	2.0	-5	-12	-0.4	0	-1
Cc1ccc(S(=O)(=O)NCC2NCCc3ccccc32)cc1 (stereo not given)	-10	1	4.0	-1.2	3.3	5	-10	-1.0	1	-5
CCCC(C(=O)NCCC(C)C)N(Cc1ccccc1Cl)C(=O)c1snc(C(N)=O)c1N (stereo not given)	-4	1	2.5	-1.2	-1.4	-3	1	-0.8	6	-2

Main list, previewed entries included:
SMILES	PfHsp90 set2	Wnt act	AddAB inh	E coli growth	phage Ecoli inh	Rtt109 Vps75	PvdQ acylase	CAL PDZ inh	Tat export inh	DAGLB inhibitor
C#CCNC(=O)C1=C[C@H](c2ccc(C(F)(F)F)cc2)[C@@H](CCCO)[C@H](OCC)O1	7	-3	2.3	-0.5	3.4	-7	-14	-0.2	-4	-2
N=c1c2c3c(sc2ncn1Cc1ccccc1)CCCC3	-23	/	6.1	2.7	4.4	1	-6	-0.1	7	-2
O=C(c1cn(Cc2ccccc2)nc1-c1ccccc1)N1CCN(c2ccccn2)CC1	5	-11	0.9	-0.1	1.8	3	-7	-1.5	5	-1
COc1nc(NCCc2ccc(OC)c(OC)c2)nc(Nc2ccccc2)n1	22	6	2.9	0.2	1.8	4	14	-3.2	-7	-4
Cc1ccc(C(=O)Nc2nn(C)c3cccc(F)c23)cc1	/	7	1.1	-0.1	0.7	/	/	/	/	/
CC(=O)Nc1ccc(N(C(=O)c2ccco2)C(C(=O)NC2CCCC2)c2ccncc2)cc1 (stereo not given)	-28	0	1.7	1.8	0.2	-12	-4	-1.9	6	-3
N#Cc1ncc(-c2ccc3c(c2)OCCOCCOCCOCCOCCO3)nc1C#N	31	-4	1.9	1.3	2.0	-5	-12	-0.4	0	-1
Cc1ccc(S(=O)(=O)NCC2NCCc3ccccc32)cc1 (stereo not given)	-10	1	4.0	-1.2	3.3	5	-10	-1.0	1	-5
CCCC(C(=O)NCCC(C)C)N(Cc1ccccc1Cl)C(=O)c1snc(C(N)=O)c1N (stereo not given)	-4	1	2.5	-1.2	-1.4	-3	1	-0.8	6	-2
NC(N)=N/N=C/c1ccc(OS(=O)(=O)c2ccccc2)cc1	1	-3	4.2	1.8	4.8	2	-1	-3.3	-2	1
CCOc1ccccc1-n1c(SCC(=O)N2CCOCC2)nc2ccccc2c1=O	-47	1	5.4	2.0	2.0	13	-1	-2.8	-1	-5
Cc1nc(CSc2ccc(Cl)cc2)cs1	-17	16	0.1	-0.6	1.3	0	-7	/	-1	-26
C=CC[C@@H](CC(=O)OC(C)(C)C)C(=O)OC[C@@H]1CCCN1C(=O)[C@H](CC=C)CC(=O)NCCO	-7	-1	2.4	0.9	0.2	-5	-15	-0.7	-13	-2
Fc1ccc(/C=N/n2cnn(Cc3ccccc3Cl)c2=S)cc1	-40	-1	0.9	3.3	3.0	3	-14	-1.7	4	-7
CC(C)[C@H](NC(=O)OCc1ccccc1)C(=O)OCC(=O)NC1CCCCC1	3	/	-2.2	0.2	0.5	3	-1	-1.8	4	-2
COc1ccccc1-n1c(CNC(=O)c2ccco2)nnc1SCC(=O)Nc1cc(C)ccc1C	-11	0	0.0	-1.8	0.8	10	6	0.0	-2	4
Cc1ccc(N(Cc2ccc(C(=O)Nc3c(C)n(C)n(-c4ccccc4)c3=O)cc2)S(C)(=O)=O)cc1C	-31	-3	2.3	0.8	1.8	22	-2	0.2	-10	2
Cc1cc(NC(=O)c2ccccc2)c(Cl)cc1N	-7	-1	/	/	1.1	4	-17	-1.6	-7	-4
CCCOc1ccccc1C(=O)N1CCNC(=O)C1CC(=O)OC(C)C (stereo not given)	0	-1	1.1	0.0	2.7	-7	-10	-0.2	1	-1
O=C(CSc1nnc2scc(-c3ccccc3)n12)Nc1nsc(-c2ccccc2)n1	10	-6	1.1	-0.9	/	-1	-19	0.5	3	-2
CN(C)c1cccc(C(=O)Nc2ccc(S(=O)(=O)Nc3nccs3)cc2)c1	/	-4	-0.5	0.8	1.0	1	-8	-0.9	-3	3
Cc1ccc(-n2nnnc2SCC(=O)NC2CCCc3ccccc32)cc1 (stereo not given)	17	6	1.3	-2.5	1.8	-17	-4	-1.0	2	-6
Cc1nc(COc2ccc(C(=O)Nc3ccccc3N3CCOCC3)cc2)cs1	7	3	1.7	1.1	0.3	-2	-10	0.4	-14	-13
Cc1ccccc1S(=O)(=O)Oc1cccc2c(O)cccc12	-14	15	3.5	-0.5	3.2	-8	-3	-0.3	12	3
Cc1cccc(N2CCN(S(C)(=O)=O)CC2)c1C	23	-4	0.0	1.6	1.3	0	22	-0.8	5	-1
CCC1CCCCN1S(=O)(=O)c1ccc(C(=O)Nc2nnc(C3CC3)o2)cc1 (stereo not given)	-11	0	1.6	-6.0	-2.8	-1	-19	-1.8	5	4
Cc1ccc2oc(-c3cccc(NC(=S)NC(=O)/C=C/c4ccco4)c3)nc2c1	/	/	0.7	0.0	0.2	5	-2	0.3	3	1
COc1ccc(N2CCN(C(=O)CCc3ccc(S(=O)(=O)NC(C)(C)C)cc3)CC2)cc1	-11	-3	2.5	3.3	1.4	2	-4	1.2	0	-1
COc1cc(C(=O)Nc2cnc(NC(=O)C(C)C)cc2C)cc(OC)c1OC	-1	-1	1.6	-4.8	-0.8	7	-5	/	6	-2
Cc1ccc(-c2cc(C(=O)N/N=C/c3c(C)nn(C)c3C)c3ccccc3n2)cc1C	-16	/	-2.1	-2.0	3.7	-15	-2	-3.0	-2	-2
O=C(CSc1nc2ccccc2c(=O)[nH]1)Nc1ccc([N+](=O)[O-])cc1	-4	0	0.2	-0.9	0.5	-1	-16	-0.4	15	4
O=C(COc1cccc(Br)c1)NN=C1c2ccccc2-c2ccccc21	-39	0	-1.2	-2.2	2.1	1	-8	-1.8	1	-2
CC(C)(CNC(=O)c1cc([N+](=O)[O-])ccc1N1CCC(Cc2ccccc2)CC1)N1CCOCC1	-31	0	1.1	-1.4	3.3	6	-8	-2.8	-2	-3
O=C(Nc1ccccc1)Nc1ccc(NC(=O)c2ccccc2O)cc1	7	2	0.7	0.5	1.8	3	8	0.3	-7	-2
Cn1c(=O)c2c(nc(CN3CCN(C(=O)c4ccco4)CC3)n2CCc2ccccc2)n(C)c1=O	-1	-7	4.3	-2.0	4.8	-8	-2	-1.3	-6	2
C=CCn1c(SCC(=O)c2c(N)n(C)c(=O)n(C)c2=O)nnc1-c1ccccc1F	4	-1	-1.6	-0.2	4.0	-1	-6	-13	0	0
CN(CCCCCCCCC(=O)/C=N/O)Cc1ccccc1	6	0	3.1	0.0	3.5	10	-28	-0.5	-3	-4
C(=N\c1nc2ccccc2n1CCN1CCOCC1)/c1cccs1	-7	/	3.5	2.4	4.7	5	-14	-1.4	3	-2
CC(=O)c1cnn(-c2ccc(Cl)c(Cl)c2Cl)c1C	/	-7	4.5	2.0	-1.1	/	/	/	/	/
CC1CCCC(C)N1CCCNC(=O)C1CCCN(c2ncnc3c2nc2n3CCCCC2)C1 (stereo not given)	13	0	0.6	-0.9	-2.2	2	5	-0.2	2	1
Cc1ccc(S(=O)(=O)N2CCCCC2)cc1NC(=O)c1cc(F)c(F)c(F)c1F	-20	-9	0.3	0.2	1.2	-2	-17	0.0	-5	-1
COc1ccc(C(c2nnnn2C2CCCC2)N2CCN(C(=O)c3ccco3)CC2)cc1OC (stereo not given)	6	3	1.4	1.8	0.7	-1	-16	-2.2	26	2
O=C(NCc1cccc(Cl)c1)c1cccc(S(=O)(=O)N2CCCCC2)c1	1	-4	0.4	-0.7	1.9	6	-17	0.7	10	-3
CCOc1ccc(C2NC(=O)Cc3cc(OC)c(OC)cc32)cc1 (stereo not given)	1	0	2.9	0.7	1.4	-7	10	-0.9	-5	0
COC(=O)CSc1nc2c(c(-c3ccco3)c1C#N)CCCC2	7	/	1.6	-1.4	/	5	-16	-5.3	9	-5
CN(C)CCCNC(=O)N1c2ccccc2C=Cc2ccccc21	-13	1	4.0	3.8	1.7	-4	-17	-1.2	6	-2
CCn1c(Cc2ccccc2)nnc1SCC(=O)Nc1ccc(N)cc1	1	/	-0.1	0.4	1.1	-8	-4	0.2	0	1
COC(=O)c1cn(Cc2cc(OC)ccc2OC)cc(F)c1=O	-28	/	2.0	1.0	/	3	-17	1.3	-1	1
Cn1nnc(NCc2cc(Br)ccc2OCc2ccccc2F)n1	2	0	5.9	-2.7	2.3	7	13	-2.1	12	-6
C=CCOc1ccc(C(=O)O)cc1Cl	-9	-1	2.8	-0.3	-1.3	14	10	0.1	2	0
CC1=CC=CN2C1=NC(=O)CC2(C)C(=O)N(CC(=O)NC1CCCC1)c1ccccc1C (stereo not given)	-21	-3	-1.4	1.7	0.1	8	3	-0.6	-4	1
CCN(CC)S(=O)(=O)c1cccc(-c2n[nH]c(=S)n2/N=C/c2ccc(C(=O)OC)cc2)c1	-103	/	0.9	-1.2	2.2	3	-9	-1.5	1	5
Cc1cc(/C=C(/C#N)C(=O)O)c(C)n1-c1cccc2ccccc12	-10	1	-0.6	-2.4	-1.5	1	-7	-5.7	-5	7
O=C1NC(c2ccccc2Cl)=N/C1=C/c1ccco1	12	53*	-0.2	-1.3	2.6	4	3	-0.9	-2	-3
